Compound activity (PubChem)
Rv3671c inh: Rv3671c serine protease inhibitors, primary screen, biochemical, fluorescence polarization, M. tuberculosis H37Rv | P9WHR9 | inhibition, % at 5.96 µM | 320,000 tested, 0.048% active; in the data active = inhibition above about 38%;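 note: extracellular domain of Rv3671c used as enzyme; 0% = enzyme with DMSO and 100% = no enzyme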
Target sequence (P9WHR9 whole entry, looked up, the tested form may be a part): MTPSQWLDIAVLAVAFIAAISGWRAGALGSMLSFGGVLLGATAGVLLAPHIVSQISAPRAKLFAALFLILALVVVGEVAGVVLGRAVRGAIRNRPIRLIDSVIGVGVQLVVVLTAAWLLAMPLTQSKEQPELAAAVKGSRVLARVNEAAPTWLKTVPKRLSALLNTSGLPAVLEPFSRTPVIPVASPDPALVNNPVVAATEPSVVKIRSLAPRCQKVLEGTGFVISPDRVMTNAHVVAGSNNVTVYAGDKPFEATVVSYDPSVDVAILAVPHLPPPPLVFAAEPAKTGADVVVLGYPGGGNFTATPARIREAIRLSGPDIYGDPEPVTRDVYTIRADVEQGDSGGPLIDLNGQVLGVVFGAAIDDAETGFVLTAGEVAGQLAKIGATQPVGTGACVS
GDH-TPI counter: GDH-TPI coupling enzyme inhibitors, primary screen, artefact control for M. tuberculosis FBA inhibitor project, biochemical, absorbance, full deck | GDH-TPI coupled enzyme counterscreen, NADH absorbance | inhibition, % at 4.8 µM | 360,000 tested, 1.2% active | AID 588335, 2011;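 note: 0% = DMSO wells and 100% = wells lacking the enzyme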
BoNT F protease: BoNT/F light chain protease inhibitors, primary screen, biochemical, flow cytometry, MLPCN library. Botulinum neurotoxin type F light chain protease (Clostridium botulinum). Multiplex microsphere protease cleavage assay. inhibition, % at 10 µM. 360,000 tested, 0.22% active. AID 588497, 2011; in the data active = inhibition above about 35%, passing the limit was not always enough; inconclusive = no clear call, values can overlap the other calls; note: plate controls were buffer without enzyme for full effect and enzyme alone for no effect
DUSP3 inh: VHR1 phosphatase inhibitors, primary screen, biochemical, absorbance, uHTS. recombinant VHR phosphatase, pNPP absorbance. Dual specificity protein phosphatase 3 (Homo sapiens), P51452. inhibition, % at 13.3 µM. 290,000 tested, 0.52% active; in the data active = inhibition above about 50%; note: some compounds called inactive have numbers as strong as hits
Target sequence (P51452 whole entry, looked up): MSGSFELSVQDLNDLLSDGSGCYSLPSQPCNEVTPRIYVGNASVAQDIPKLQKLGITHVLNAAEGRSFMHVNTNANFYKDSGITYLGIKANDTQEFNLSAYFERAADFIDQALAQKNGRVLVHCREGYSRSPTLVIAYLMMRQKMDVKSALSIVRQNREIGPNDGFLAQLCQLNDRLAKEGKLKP
Mtb FBA inh: Mtb FBA enzyme inhibitors, primary screen, biochemical, fluorescence, strain H37Rv; purified M. tuberculosis FBA, fluorescence read-out; Fructose-bisphosphate aldolase (Mycobacterium tuberculosis (strain ATCC 25618 / H37Rv)), …; inhibition, % at 1 µM; AID 588726, 2011; 360,000 tested, 2.3% active; in the data active = inhibition above about 27%;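 note: 0% = vehicle and 100% = reference inhibitor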
Target sequence (P9WQA3 whole entry, looked up): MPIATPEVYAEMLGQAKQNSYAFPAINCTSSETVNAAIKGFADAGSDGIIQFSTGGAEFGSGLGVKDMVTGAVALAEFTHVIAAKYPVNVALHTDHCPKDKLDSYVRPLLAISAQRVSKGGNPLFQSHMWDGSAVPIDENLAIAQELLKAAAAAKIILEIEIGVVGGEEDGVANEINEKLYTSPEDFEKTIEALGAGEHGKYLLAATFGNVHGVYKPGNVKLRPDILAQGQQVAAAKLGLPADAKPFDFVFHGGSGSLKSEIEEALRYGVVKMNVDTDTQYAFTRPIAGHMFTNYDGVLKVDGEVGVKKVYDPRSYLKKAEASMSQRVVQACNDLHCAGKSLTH
CCHFV vOTU inh: CCHFV vOTU protease inhibitors, primary screen, biochemical, Pep-AMC substrate, fluorescence. inhibition, % at 11.5 µM. 370,000 tested, 0.55% active. AID 651958, 2012; note: 0% = vehicle wells with enzyme and 100% = no enzyme wells
UGM FP inh: M. tuberculosis UGM enzyme inhibitors, primary screen, biochemical, fluorescence polarization, single point; inhibition, % at 10 µM; AID 504406, 2011; UDP-galactopyranose mutase (Mycobacterium tuberculosis (strain ATCC 25618 / H37Rv)), …; purified UGM, fluorescence polarization probe displacement; 320,000 tested, 0.06% active; in the data active = inhibition above about 10%, passing the limit was not always enough; inconclusive = no clear call, values can overlap the other calls
Mtb BioA inh: M. tuberculosis BioA enzyme inhibitors, primary screen, biochemical, plate reader, single point, HTS. purified M. tuberculosis BioA enzyme. inhibition, % at 9.99 µM. 360,000 tested, 0.096% active; in the data active = inhibition above about 40%; inconclusive = no clear call, values can overlap the other calls
MazEF act: activators of E. coli MazEF toxin-antitoxin RNase, primary screen, biochemical, fluorescence, uHTS | 350,000 tested, 0.32% active | activation, % at 20 µM | FAM/BHQ RNA-DNA oligo cleavage fluorescence, 5 h; in the data active = activation above about 50%
Target sequence (P0AE70 whole entry, looked up): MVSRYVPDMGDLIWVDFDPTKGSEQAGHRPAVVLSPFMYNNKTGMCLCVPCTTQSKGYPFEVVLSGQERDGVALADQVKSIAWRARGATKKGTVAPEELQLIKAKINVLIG
FadD28 binding: inhibitors of FadD28 bisubstrate probe binding, primary screen, biochemical, fluorescence polarization, single point. AID 588549, 2011. Mycobacterium tuberculosis FadD28 fatty-acid-AMP ligase. 360,000 tested, 0.22% active. inhibition, % at 12.5 µM; in the data active = inhibition above about 8.5%, passing the limit was not always enough; inconclusive = no clear call, values can overlap the other calls
The depositor's hits bear a star; ? = inconclusive; / = no result given; & = joins results of further samples. Cut-off read from the data, not from the text of the source, unless noted: active = inhibition above about 30%; inactive = the rest.

SMILES	Rv3671c inh	GDH-TPI counter	BoNT F protease	DUSP3 inh	Mtb FBA inh	CCHFV vOTU inh	UGM FP inh	Mtb BioA inh	MazEF act	FadD28 binding
Cn1cc(CNCc2ccccc2OCC(O)CN2CCc3ccccc3C2)cn1 (centres undefined)	-4	-4	-6	44	-2	5	0.9	/	-6	-2.7
CCCCN(CCCC)S(=O)(=O)c1ccc(NC(=O)Cc2cccs2)cc1	-31	6	1	-12	0	2	0.0	-0.7	2	-0.3
COC(=O)Nc1nn(-c2ccc(OC)cc2)c(=O)c(C#N)c1C	2	6	2	8	1	0	-0.9	/	-5	-0.5
COc1ccc([N+](=O)[O-])cc1NC(=O)Cc1ccccc1Cl	4	7	-2	2	-2	3	0.5	/	3	-1.1
COc1cc(OC)c(OC)cc1/C=N/Nc1nc2ccccc2[nH]1	12	30	-14	6	3	-6	0.9	/	8	-1.3
Cc1ccc(S(=O)(=O)CCSc2nc(C)cc(C)c2C#N)cc1	-1	7	-19	11	2	-10	2.3	20	6	-2.7
O=C(COc1ccc([N+](=O)[O-])cc1Cl)N1CCOCC1	1	12	13	28	4	20	-0.8	-2.4	3	0.1
O=C(CSc1ccccc1)NC1CCCCCC1	-7	5	-23	2	0	12	1.3	-1.5	0	-1.8
CCC(=O)NC(Nc1ncc(C)s1)(C(=O)OC)C(F)(F)F (centres undefined)	1	2	-9	-8	3	-10	-0.2	2.3	0	-2.7
NCCCn1c(C(=O)c2cc(Cl)c(N)c(Cl)c2)c2ccc([N+](=O)[O-])cc2[n+]1[O-]	-10	17	-33	/	1	16	-3.2	0.6	7	-1.8

One compound at a time, from the list above. Order of screens: Rv3671c inh	GDH-TPI counter	BoNT F protease	DUSP3 inh	Mtb FBA inh	CCHFV vOTU inh	UGM FP inh	Mtb BioA inh	MazEF act	FadD28 binding
`CCC(=O)NC(Nc1ncc(C)s1)(C(=O)OC)C(F)(F)F` (centres undefined) in the list: 1	2	-9	-8	3	-10	-0.2	2.3	0	-2.7
`O=C(CSc1ccccc1)NC1CCCCCC1` in the list: -7	5	-23	2	0	12	1.3	-1.5	0	-1.8
`CCCCN(CCCC)S(=O)(=O)c1ccc(NC(=O)Cc2cccs2)cc1` in the list: -31	6	1	-12	0	2	0.0	-0.7	2	-0.3
`NCCCn1c(C(=O)c2cc(Cl)c(N)c(Cl)c2)c2ccc([N+](=O)[O-])cc2[n+]1[O-]` in the list: -10	17	-33	/	1	16	-3.2	0.6	7	-1.8

More records follow.
SMILES	Rv3671c inh	GDH-TPI counter	BoNT F protease	DUSP3 inh	Mtb FBA inh	CCHFV vOTU inh	UGM FP inh	Mtb BioA inh	MazEF act	FadD28 binding
CCOc1ccc2nc(NC(=O)c3ccc(OCC4CCCO4)cc3)sc2c1 (centres undefined)	-14	15	2	3	6	-10	-1.1	-0.9	-14	-1.0
CN(c1cccc(NC(=O)c2ccc(Cl)c(S(=O)(=O)Nc3ccccc3)c2)c1)S(C)(=O)=O	-28	9	-9	-6	4	0	3.6	-1.3	1	2.0
COc1ccc(CNC(=O)c2csc(Cc3ccc(Cl)cc3)n2)cc1	3	-15	-17	2	-4	11	-2.1	/	-15	-4.9
CCOC(=O)N1CCN(c2c(-c3ccccc3)c3cc(Cl)ccc3[nH]c2=O)CC1	-6	10	9	11	3	-15	-0.1	-2.9	-1	-1.3
COc1ccc(CNC(N)=O)cc1OC	2	-2	-12	37	1	-1	-3.3	0.3	9	0.8
Cc1cccc(OCC(=O)N(C)CCc2ccccn2)c1	9	0	-6	-29	-1	9	-1.2	-0.8	5	-3.9
O=C(C[C@@H]1C/C=C\CCC(=O)OC[C@@H]2CCCN2C1=O)N[C@@H](CO)Cc1ccccc1	-4	3	11	/	4	20	-1.3	0.2	3	-0.4
CCOC(=O)COc1c(Br)cc(C2NC(=O)NC(C)=C2C(C)=O)cc1OC (centres undefined)	7	-6	2	27	-2	3	-1.7	-0.2	2	1.2
COc1ccccc1C(=O)NCCC(=O)NCc1ccncc1	6	12	1	/	0	3	0.8	0.3	5	-3.9
CCOC(=O)C1CCCN(C(=O)c2cc(-c3cccs3)oc2C)CC1 (centres undefined)	/	12	0	/	5	8	/	6.6	/	-0.3
CC(C)OC(=O)C(C(=O)C(F)(F)F)c1cc(NS(=O)(=O)c2ccc3ccccc3c2)c2ccccc2c1O (centres undefined)	-48	10	-7	-13	2	/	/	-1.3	-8	-2.1
CCN(C(=O)COC(=O)/C(C#N)=C/c1ccc(OC)cc1)C1CCS(=O)(=O)C1 (centres undefined)	1	18	8	/	2	-4	-0.9	1.8	4	0.0
COC(=O)c1nnn(-c2nonc2N)c1CSc1nc2ccccc2o1	-4	6	-2	8	3	-12	0.7	/	-4	-2.9
O=C1C=C(c2cccc(CO)c2)C[C@@H](c2ccc(Cl)cc2)C1	-2	8	-13	/	1	0	1.3	0.6	5	-3.7
OC12CCCCC1C(c1ccccc1)NCC2 (centres undefined)	-6	-2	-1	10	-1	-23	0.7	-5.9	-1	-1.9
CCOc1ccc(CNC(=O)c2ccccc2NC(=O)C2=CSCCO2)cc1	-16	2	-2	6	-1	16	0.4	0.8	11	-3.1
Cc1ccc(CC2C(=O)N(c3ccc(F)cc3)C(=O)C2C)cc1 (centres undefined)	2	-6	22	-8	1	-10	-2.2	-1.3	-2	-2.0
Cc1ccc(/C=C/C(=O)O)cc1S(=O)(=O)Nc1ccccc1C(=O)O	-7	-3	2	17	4	27	2.5	/	2	0.5
CN(C)CCOC(=O)c1ccc(COc2ccccc2Br)o1	3	2	-2	27	1	2	-1.0	-0.3	0	-1.6
N#Cc1nc(-c2ccc(OCc3ccc(Cl)cc3)cc2)oc1NCc1cccnc1	1	13	0	12	3	-7	2.0	-1.1	-2	-3.0
Cc1nc(-c2ccccn2)nc(SCC(=O)c2ccccc2)c1Cl	6	3	-10	12	0	-6	0.7	0.1	3	-8.8
C#CCNC(=O)C1=C[C@H](c2coc3ccccc3c2=O)C[C@H](OCCCCO)O1	-7	-3	3	16	0	0	2.6	-0.5&-0.2	7	-3.7
CNC(=O)C1CCN(S(=O)(=O)c2c(C)noc2/C=C/c2cccc(OC)c2)CC1	-1	32*	-9	17	14	5	-0.9	-1.7	10	-3.8
CCn1cnc2cc(NC(=O)c3ccc(C)cc3)ccc21	8	11	-11	7	1	-13	0.6	6.1	5	1.2
O=C(Nc1nnc(-c2ccc(F)cc2)s1)C1CCN(S(=O)(=O)c2ccc(Cl)cc2)CC1	-5	2	2	-7	4	1	-0.1	/	46	1.3
CCN(CC)C(=S)Oc1c(Cl)cccc1Cl	1	-8	-6	4	0	-3	-2.8	/	2	-3.7
CCCC(=O)Nc1nnc(CC(=O)OCC)s1	9	8	-2	4	-1	2	0.6	-3.0	1	-0.3
Cc1ccccc1OCC(=O)NC(Cc1c[nH]c2ccccc12)C(=O)O (centres undefined)	5	0	-2	26	-1	-11	0.7	/	-3	-4.3
Cc1cc(C)c(S(=O)(=O)n2c([N+](=O)[O-])cnc2C)c(C)c1	-1	2	1	8	0	-9	-1.2	/	0	1.0
Cc1c(C=O)c2ccccn2c1C(=O)c1cccc([N+](=O)[O-])c1	-2	9	-2	19	6	-5	-1.1	/	5	2.1
O=C(O)c1nc(-c2ccccc2)n(-c2cccc(C(F)(F)F)c2)n1	8	-2	1	-5	1	7	0.3	-1.2	6	-1.4
CC1=CC(=O)OC2CC3OC4C[C@@H](C)C5OC6CC7O[C@]8(C)C/C=C\C9OC%10CC%11OC(CC(C)C%12OCCO%12)CC(O)[C@]%11(C)OC%10CC9OC8C[C@]7(C)O[C@]6(C)CCC5OC4C[C@]3(C)OC12 (some centres undefined)	1	4	-4	/	-1	/	-2.7	-0.6	15	-0.5
COc1cc2c(cc1OC)CN(CC(=O)Nc1ccc(S(=O)(=O)N3CCCC3)cc1)CC2	-19	0	1	2	5	-12	0.1	-0.2	1	-0.6
COc1cccc2cc(C(=O)Nc3ccc(S(=O)(=O)NCC4CCCO4)cc3)c(=O)oc12 (centres undefined)	0	9	-118	-11	-1	3	3.9	-1.3	-3	-1.2
CN(C)S(=O)(=O)c1ccc(Cl)c(NC(=O)COC(=O)c2ccc3c(c2)NC(=O)CS3)c1	-9	3	-10	-1	-1	-13	4.2	-1.2	-1	-2.5
COc1cccc(NC(=O)c2sc3nc(N4CCOCC4)c4c(c3c2N)CCCC4)c1	-7	14	2	2	29*	19	-1.7	-1.2	-17	-0.6
CCCCOC(=O)c1ccc(NC(=O)C(=O)CC(=O)c2ccc(OC)cc2)cc1	4	15	3	10	4	25	1.0	/	6	1.0
COC(=O)c1nc(NC(=O)C(C)(C)C)n[nH]1	1	6	-9	-1	0	-14	1.2	-0.7	3	-4.2
COc1ccc(Cl)cc1NC(=O)C(C)NC(c1ccccc1)c1ccccc1 (centres undefined)	-1	8	-2	5	0	-10	2.5	-0.9	2	-1.3
COc1ccc(N(CC(=O)NCc2cccs2)S(=O)(=O)c2ccc(F)cc2)cc1	-1	9	/	/	2	8	-4.3	-0.6	0	-0.8

Two compounds picked at random from those above, as already listed:
SMILES	Rv3671c inh	GDH-TPI counter	BoNT F protease	DUSP3 inh	Mtb FBA inh	CCHFV vOTU inh	UGM FP inh	Mtb BioA inh	MazEF act	FadD28 binding
CN(C)S(=O)(=O)c1ccc(Cl)c(NC(=O)COC(=O)c2ccc3c(c2)NC(=O)CS3)c1	-9	3	-10	-1	-1	-13	4.2	-1.2	-1	-2.5
COc1cccc2cc(C(=O)Nc3ccc(S(=O)(=O)NCC4CCCO4)cc3)c(=O)oc12 (centres undefined)	0	9	-118	-11	-1	3	3.9	-1.3	-3	-1.2

Going on with the list:
SMILES	Rv3671c inh	GDH-TPI counter	BoNT F protease	DUSP3 inh	Mtb FBA inh	CCHFV vOTU inh	UGM FP inh	Mtb BioA inh	MazEF act	FadD28 binding
Cc1nc(N2CCN(C(=O)c3ccco3)CC2)nc2c1C(=O)CC(C)C2 (centres undefined)	1	6	-4	18	-1	0	1.3	1.6	-1	-1.9
CN=c1sc2ccccc2n1CC(O)COc1ccccc1 (centres undefined)	0	-8	3	18	3	3	1.2	-0.8	4	1.2
CSCCC1NC(=O)NC1=O (centres undefined)	-1	/	/	28	/	/	-2.3	/	7	/
O=c1[nH]c(=O)n(Cc2ccco2)c(O)c1C=NCc1ccc2c(c1)OCO2	-7	-1	4	3	0	27	1.7	-2.6	-8	-0.5
CCc1ccc(-c2csc(NC(=O)C3CC(=O)N(c4ccc5c(c4)OCCO5)C3)n2)cc1 (centres undefined)	-20	-6	-1	5	5	30*	3.5	-2.7	-3	-0.2
Cc1oc(-c2ccccc2F)nc1CS(=O)(=O)CC(=O)N1CCN(c2ccccc2)CC1	11	-3	-12	34	-2	0	0.4	0.9	8	-3.0
Cc1ccc(-c2noc(-c3ccccc3Br)n2)cc1	-5	-5	-8	14	-4	3	-0.6	-0.1	1	-5.5
O=C(NCc1ccccc1Br)c1ccc2c(c1)OCCO2	-4	6	?	4	-1	-11	-2.7	-0.2	-2	-2.7
Cc1ccc(-c2nnc(Nc3ccc(CC(N)=O)cc3)c3ccccc23)cc1S(=O)(=O)NCC1CCCO1 (centres undefined)	10	32*	/	17	4	-5	-0.9	/	-3	-0.8
CCOc1ccccc1/C=C(/NC(=O)c1ccccc1)C(=O)NCC(=O)O	1	15	-2	-10	3	-22	2.1	/	2	-1.3
COc1ccc(NC(=O)N2C[C@@H]3C[C@@H](C2)c2cccc(=O)n2C3)c(OC)c1	-3	13	-14	5	5	-4	0.1	0.1	-3	-1.7
CC12CCC(C(=O)N/N=C/c3ccc(O)cc3O)(OC1=O)C2(C)C (centres undefined)	7	19	-9	10	3	17	/	/	6	-0.6
